Source: PubChem (National Center for Advancing Translational Sciences (NCATS))
AmpC no deterg – qHTS Inhibitors of AmpC Beta-Lactamase (assay without detergent); P00811; AmpC nitrocefin hydrolysis, absorbance 480 nm, 0.0001% Triton; Potency, µM (doses to about 57.1 µM), for inactives: top-dose activity change, negative = inhibition, actives largely listed as inhibitors; 0.52% of 330,000 active; AID 485341, 2010;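 further: potency means the concentration at half of the fitted maximal effect; plate controls were no compound for no effect and no enzyme for full effect; nearly all actives have a fitted effect of over 20% in size; some results filed as inactive show a strong effect at the top dose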
Target sequence (P00811 whole entry, looked up): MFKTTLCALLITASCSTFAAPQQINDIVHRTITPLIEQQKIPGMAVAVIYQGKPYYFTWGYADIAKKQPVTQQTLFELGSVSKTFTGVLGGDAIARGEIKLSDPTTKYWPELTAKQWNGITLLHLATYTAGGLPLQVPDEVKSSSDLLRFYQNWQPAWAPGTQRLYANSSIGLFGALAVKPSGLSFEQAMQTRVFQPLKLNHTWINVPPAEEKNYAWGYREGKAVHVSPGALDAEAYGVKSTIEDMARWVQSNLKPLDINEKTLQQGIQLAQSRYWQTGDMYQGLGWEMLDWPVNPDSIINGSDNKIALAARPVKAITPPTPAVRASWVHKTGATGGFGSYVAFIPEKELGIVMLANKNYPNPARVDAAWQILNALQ
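AmpC (5.3 nM in the dispensed reagent) in 20 mM phosphate pH 7.0 with 0.01% (detergent screen) or 0.0001% Triton X-100 was preincubated with compounds for 15 min at room temperature. Nitrocefin was then added from an 800 uM solution, and hydrolysis was followed at 480 nm.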
AmpC inh detg – qHTS Inhibitors of AmpC Beta-Lactamase (assay with detergent); P00811; AmpC hydrolysis of nitrocefin, absorbance 480 nm, 0.01% Triton; Potency, µM (top dose mostly 114 µM), without a hit: at the highest dose activity change, negative = inhibition, most hits filed as inhibitors; 0.041% of 370,000 active;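 further: potency means the concentration at half of the fitted maximal effect; 0% = no-compound wells and -100% = no-enzyme wells; nearly all actives have a fitted effect of over 25% in size; some results filed as inactive show a strong effect at the top dose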
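20 mM phosphate pH 7.0 + 0.01% (detergent screen) or 0.0001% Triton X-100; 5.3 nM AmpC reagent; cpd preinc 15 min RT; nitrocefin (800 uM stock) to start; A480 q20 s × 4 min; Activity was normalised to no-enzyme and no-compound control wells.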
TbPYK inhibitor – qHTS of Trypanosoma Brucei Inhibitors; TbPYK enzyme, Kinase-Glo Plus ATP luminescence, 45 min; Potency, µM (titrated, usually from 76.8 µM), for inactives: at the highest dose activity, negative = inhibition, actives largely listed as inhibitors; 0.12% of 410,000 active; further: potency means the concentration at half of the fitted maximal effect; nearly all actives have a fitted effect of over 50% in size
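Readout: single end-point luminescence (Kinase-Glo Plus, 10 min). Reaction conditions were TbPYK/substrate plus 130 uM ADP, 45 min at RT, pH 7.2 TEA buffer. No-enzyme wells served as controls, and data were normalized before concentration-response fitting.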
HCV inhibitor – qHTS Assay for Inhibitors of Hepatitis C Virus (HCV); Huh7.5.1 HCVcc-Cre infection, luciferase reporter, 44 h; Potency, µM (highest dose often 41.8 µM), inactives show top-dose activity change, negative = inhibition, actives largely listed as inhibitors; 3.4% of 340,000 active; AID 651820, 2012; further: potency means the concentration at half of the fitted maximal effect
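Compounds are dispensed onto cells plated 4 h earlier at 1,000 per well, with HCVcc-Cre virus (about 0.5 moi) added next. Following 44 h of culture, luminescent signal is measured for 15 sec after 15 min with substrate at room temperature.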
HCMV antiviral – qHTS Assay for inhibitors of the human cytomegalovirus (HCMV) | 4.5% of 410,000 active | activity change, negative = inhibition, % at 57.5 µM | HFF cells, HCMV-luciferase reporter, 72 h; hits give low values; in the data active means activity change below about -60%; inconclusive means no clear call, values can overlap the other calls; inactive means above about -39%
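Screen run at 2 compound doses on HFFs infected with reporter HCMV, MOI 1 PFU/cell. Luciferase activity from cell lysates at 72 h post infection gave inhibition relative to buffer-only and Salinomycin wells.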
LmPK inhibitor – qHTS Assay for Inhibitors of Leishmania Mexicana Pyruvate Kinase (LmPK) | 0.37% of 290,000 active | Potency, µM (titrated, usually from 57.5 µM), without a hit: at the top dose activity change, negative = inhibition, usual class: inhibitors | purified LmPK, Kinase-Glo ATP luminescence, 1 h; further: potency means the concentration at half of the fitted maximal effect
Target sequence (Q27686 whole entry, looked up): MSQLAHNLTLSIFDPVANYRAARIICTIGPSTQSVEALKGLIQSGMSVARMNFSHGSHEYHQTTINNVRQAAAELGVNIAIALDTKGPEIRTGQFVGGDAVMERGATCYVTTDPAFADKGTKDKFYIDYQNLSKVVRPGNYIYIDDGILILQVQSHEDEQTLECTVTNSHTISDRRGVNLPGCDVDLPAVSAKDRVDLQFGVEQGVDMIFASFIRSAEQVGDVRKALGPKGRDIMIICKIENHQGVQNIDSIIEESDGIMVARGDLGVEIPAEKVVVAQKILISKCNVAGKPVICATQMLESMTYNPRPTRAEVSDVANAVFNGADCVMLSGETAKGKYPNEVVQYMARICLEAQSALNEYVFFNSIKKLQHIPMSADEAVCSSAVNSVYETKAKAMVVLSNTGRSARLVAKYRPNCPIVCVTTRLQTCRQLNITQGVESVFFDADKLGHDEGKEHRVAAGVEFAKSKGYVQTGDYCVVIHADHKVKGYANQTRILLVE
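ATP generated from ADP (0.1 mM) and PEP (0.5 mM) by 0.1 nM LmPK over 1 h at room temperature (pH 7.2 imidazole buffer) was detected by coupled luciferase luminescence. Values were normalized to uninhibited and no-enzyme wells.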
AMA1 RON2 block – qHTS for Inhibitors of AMA1-RON; Towards Development of Antimalarial Drug Lead: Primary Screen; AlphaScreen AMA1-biotinylated RON2 peptide binding; Potency, µM (highest dose often 58.2 µM), for inactives: at the top dose activity change, negative = inhibition, hits mostly inhibitors; 0.2% of 360,000 active; AID 720542, 2013;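 further: potency means the concentration at half of the fitted maximal effect; 0% = vehicle wells and -100% = peptide control; nearly all actives have a fitted effect of over 45% in size; some results filed as inactive show a strong effect at the top dose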
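AMA1 (3D7) with his tag at 25 nM final met compounds first, then biotinylated RON2 peptide at 25 nM; detection used donor plus acceptor beads, 10 µg/mL apiece, read by AlphaScreen after 30 min at room temperature.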
Starred values were filed as active, the others as inactive; ? = inconclusive; / = not tested or not shown; [ ] = dose if it differs, or a comment. Unless noted, the call rests on the fitted dose curve; in most records, active means well fitted curve in the direction sought with a large enough effect; inconclusive means small, poorly fitted or top-dose-only effect, or another doubt; inactive means no such curve, though single readings can be large; an effect the other way counts as inactive or inconclusive. Unless noted, on the % scale 0 is the no-effect control and ±100 the full control effect. Rows are unselected; about 7.5% have a hit in one of these screens.

SMILES	AmpC no deterg	AmpC inh detg	TbPYK inhibitor	HCV inhibitor	HCMV antiviral	LmPK inhibitor	AMA1 RON2 block
O=C(Nc1ccc(O)cc1)C1CCCN1S(=O)(=O)c1ccc(F)cc1 (stereo not drawn)	-35%	-12%	-8%	8%	8	-1%	11%
O=C(NCc1n[nH]c(=S)n1-c1ccc(Br)cc1)c1cccs1	-17%	?	?	13%	?	-29%	43%[activator]
CN(Cc1ccc2nsnc2c1)Cc1nc(Cc2cccc(F)c2)no1	14%	-4%	7%	-2%	0	-5%	2%
Oc1cccc(/C=N/NC(=S)NCCN2CCOCC2)c1O	-13%	?	-9%	?	-34	3%	-67%
CCCn1nnnc1NCc1ccc(CC)cc1	-14%	-3%	-1%	15%	-6	-2%	13%
C[C@@H]1CN([C@H](C)CO)C(=O)c2cc(C3=CCCCC3)cnc2O[C@@H]1CN(C)Cc1ccccc1C(=O)O	/	/	-2%	/	14	/	3%
CC[C@]1(C(=O)OC)[C@H]2C(=O)N(C)C(=O)[C@H]2[C@H]2CN=C(SCc3ccc(C)cc3)N21	48%	/	3%	-1%	-9	/	-2%
Cc1cc(/C=C(\C#N)C(=O)O)c(C)n1-c1ccc(Br)cc1	-19%	1%	5%	1%	-12	-2%	0%
CCCN(CCC)C(=S)NC(=O)c1ccc(-c2ccccc2)cc1	-46%	-9%	1%	?	-24	4%	54%[activator]
O=C(OCc1cc2ccccc2[nH]c1=O)c1cccnc1	-13%	-12%	5%	13%	6	0%	66%[activator]
COc1cc2ccccc2cc1C(=O)OCC(=O)N(C)c1c(N)n(Cc2ccccc2)c(=O)[nH]c1=O	117%[activator]	-10%	3%	-5%	-14	/	0%
CCOC(=O)/C=c1\s/c(=C\c2sccc2C)c(=O)n1CC(=O)NCc1ccc(C)cc1	-12%	0%	/	/	-10	0%	/
COc1ccc(NC2CCCN(C(=O)CCC3=NNC(=O)CC3)C2)cc1 (stereo not drawn)	-12%	?	-11%	19%	/	-2%	9%
COc1ccc(OC)c(NC(=O)C2(C)CCN2Cc2cccc(OC)c2OC)c1 (stereo not drawn)	/	/	-6%	/	-11	/	?
COc1cccc(N2CCN(C(=O)C(CCSC)NS(=O)(=O)c3ccc4c(c3)oc(=O)n4C)CC2)c1 (stereo not drawn)	/	8%	6%	/	-22	/	/
Cc1ccc(C)c(NC(=O)C2C3CCCC2C3c2ccccc2)c1 (stereo not drawn)	14%	-7%	5%	12%	-23	11%	-12%
Cc1occc1-c1nnc(SCC(=O)NCC2CCCO2)n1C (stereo not drawn)	-4%	1%	3%	?	-13	-11%	0%
COC(=O)C(C)Nc1cccc(Br)c1 (stereo not drawn)	-4%	3%	1%	1%	-27	2%	-2%
O=C(Nc1cc(Br)ccc1O)c1cc(-c2ccc3c(c2)OCO3)on1	-22%	1%	-9%	4%	3	0%	-1%
CC(C)NC(=O)CSc1nnc(CNC(=O)OC(C)(C)C)n1C	-9%	1%	-7%	12%	18	-3%	-10%
CC(=O)N1CCOc2ccc(S(=O)(=O)N3CCC(C(=O)Nc4ccccc4F)CC3)cc21	22%	0%	2%	-28%	?	6%	-3%
CCc1ccc(NC(=O)Cn2c(=O)n(-c3ccc(Cl)c(Cl)c3)c(=O)c3c(C)c(C)sc32)cc1	/	23%	-1%	/	-13	/	/
CN(C(=O)CSc1nnc(-c2ccc(F)cc2)n1C)C1CCS(=O)(=O)C1 (stereo not drawn)	-20%	/	5%	10%	-17	/	-13%
CC(=O)N1CCN(c2nc(-c3cccs3)nc3ccccc23)CC1	86%[activator]	5%	-7%	11µM*	15	-1%	13%
Cc1c(C(=O)N2CCCc3ccccc32)sc2nc(-c3ccccc3)cn12	-21%	-6%	-1%	8%	-17	1%	-2%
Cc1cccc(NCc2ccccc2O)n1	-30%	-1%	-2%	15%	57	1%	0%
CCOc1ccc(CCNC(=O)COC(=O)c2ccc(F)c(S(=O)(=O)N3CCOCC3)c2)cc1OCC	168%[activator]	-14%	-2%	?	0	/	-9%
O=CN1CCN(S(=O)(=O)c2ccc(Cl)c(C(=O)O)c2)CC1	-26%	4%	4%	7%	0	0%	-8%
Cc1c(CN(C)C(=O)c2cc(-c3ccccc3)nc3ccc(Br)cc23)cnn1C	/	-4%	-9%	/	2	/	/
Cc1nc(C(C)NC(=O)CCc2nnc(CCCc3ccccc3)o2)c(C)s1 (stereo not drawn)	85%[activator]	0%	7%	1%	48	-12%	-9%

Arranged by count of non-hydrogen atoms (rising): some entries from above
SMILES	AmpC no deterg	AmpC inh detg	TbPYK inhibitor	HCV inhibitor	HCMV antiviral	LmPK inhibitor	AMA1 RON2 block
Cc1cc(/C=C(\C#N)C(=O)O)c(C)n1-c1ccc(Br)cc1	-19%	1%	5%	1%	-12	-2%	0%
CN(Cc1ccc2nsnc2c1)Cc1nc(Cc2cccc(F)c2)no1	14%	-4%	7%	-2%	0	-5%	2%
Cc1c(CN(C)C(=O)c2cc(-c3ccccc3)nc3ccc(Br)cc23)cnn1C	/	-4%	-9%	/	2	/	/

(list continues)
SMILES	AmpC no deterg	AmpC inh detg	TbPYK inhibitor	HCV inhibitor	HCMV antiviral	LmPK inhibitor	AMA1 RON2 block
O=C(COC(=O)c1ccc(O)cc1O)Nc1nnc(-c2ccccc2)o1	-23%	-9%	7%	2%	0	/	-22%
O=S(=O)(NCc1ccc(F)cc1)c1ccc2[nH]c3c(c2c1)CCCCC3	/	-3%	3%	/	-2	/	/
CC12CCC(C(=O)N(CSC(=S)N/N=C\c3ccccc3O)C1=O)C2(C)C (stereo not drawn)	-24%	-3%	2%	0%	54	-11%	20µM*
Cc1ccc(F)cc1NCC(=O)Nc1ccc(Br)cc1	-13%	-4%	-18%	10%	-33	3%	-2%
CCOc1ccccc1NC(=O)COC(=O)C(Cc1ccccc1)NC(=O)c1ccco1 (stereo not drawn)	-9%	-13%	0%	16%	0	/	-3%
CC(NC(=O)/C=C/c1ccc(Br)cc1)c1ccc(Cl)cc1 (stereo not drawn)	-27%	-12%	-1%	8%	?	2%	-22%
O=C(Nc1ccc(F)cc1F)Nc1ccc(F)cc1F	-25%	-2%	-5%	-11%	?	0%	3%
Nc1ncccc1OCc1cccc(C(F)(F)F)c1	-17%	0%	-2%	?	-32	1%	15%
O=[N+]([O-])c1nn(-c2ccc3c(c2)OCCO3)n(O)c1=NC1CCCCCC1	-11%	-1%	4%	-27%	?	3%	?
COc1ccc(-c2nc3ccccc3n2Cc2ccc(C(C)C)cc2)cc1	/	1%	-1%	/	-73*	/	/
Cc1ccc(C(=O)NCC(=O)OCc2cc(=O)n3nc(C4CC4)sc3n2)cc1	/	7%	-1%	/	3	/	/
CCC1(c2ccccc2)NC(=O)N(CC(=O)NNC(=O)CCN2CCN(c3ccccc3)CC2)C1=O (stereo not drawn)	?	-7%	-4%	37%[activator]	-24	/	50%[activator]
CCN(CC)CCNC(=O)C(C(=O)c1ccccc1)n1ccccc1=O (stereo not drawn)	-21%	-8%	-3%	7%	-35	-1%	9%
NC(=O)c1ccc(NC(=O)CCc2nc3ccccc3s2)cc1	-21%	-6%	1%	-9%	50	-2%	4%
COc1ccc(S(=O)(=O)n2cnc3ccccc32)cc1OC	-5%	-14%	4%	10%	37	3%	-9%
C=CCc1cccc2cc(C(=O)N3CCN(c4ccccn4)CC3)c(=O)oc12	58%	1%	-4%	?	-3	4%	6%
O=C(N/N=C/c1ccco1)c1csc2c1CCCC2	-22%	-4%	4%	-7%	87	-2%	-3%
Cc1nccn1CCc1n[nH]c(=S)n1Cc1ccccc1	-4%	0%	-36%	11%	59	0%	-3%
COc1cccc(-c2c(-c3cc(OC)cc(OC)c3)n(C)c3ccc(-c4cnc(OC)nc4)cc23)c1	-11%	-4%	2%	?	?	/	-11%
COCCNC(=O)C1CCCN(C(=O)c2sc(-c3ccccc3)nc2C)CC1 (stereo not drawn)	/	/	-1%	/	-17	/	-1%

Structural class, those above containing an aryl methoxy group (seven)
SMILES	AmpC no deterg	AmpC inh detg	TbPYK inhibitor	HCV inhibitor	HCMV antiviral	LmPK inhibitor	AMA1 RON2 block
COc1cc2ccccc2cc1C(=O)OCC(=O)N(C)c1c(N)n(Cc2ccccc2)c(=O)[nH]c1=O	117%[activator]	-10%	3%	-5%	-14	/	0%
COc1ccc(NC2CCCN(C(=O)CCC3=NNC(=O)CC3)C2)cc1 (stereo not drawn)	-12%	?	-11%	19%	/	-2%	9%
COc1ccc(OC)c(NC(=O)C2(C)CCN2Cc2cccc(OC)c2OC)c1 (stereo not drawn)	/	/	-6%	/	-11	/	?
COc1cccc(N2CCN(C(=O)C(CCSC)NS(=O)(=O)c3ccc4c(c3)oc(=O)n4C)CC2)c1 (stereo not drawn)	/	8%	6%	/	-22	/	/
COc1ccc(-c2nc3ccccc3n2Cc2ccc(C(C)C)cc2)cc1	/	1%	-1%	/	-73*	/	/
COc1ccc(S(=O)(=O)n2cnc3ccccc32)cc1OC	-5%	-14%	4%	10%	37	3%	-9%
COc1cccc(-c2c(-c3cc(OC)cc(OC)c3)n(C)c3ccc(-c4cnc(OC)nc4)cc23)c1	-11%	-4%	2%	?	?	/	-11%
